PTAP-TSG101 blk – inhibitors of HIV-1 PTAP binding to human TSG101, validation; Q99816; Fluorescence polarization, FITC-PTAP peptide/Tsg101, 20 min; Potency, µM (series often up to 115 µM), without a hit: at the top dose activity change, negative = inhibition, hits mostly inhibitors; 44,000 tested, under 10 active; note: potency is the fitted concentration of half-maximal effect; 0% is about no effect
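The Tsg101 binding domain, at 10 uM final, is mixed with compound and a FITC peptide bearing the PTAP motif (50 nM final). After 20 min at r.t., polarization is measured; actives defined by CRC class, efficacy cut-off 60% inhibition.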
GALK inhibitor – GALK (human) enzyme inhibition | recombinant GALK, Kinase-Glo ATP luminescence, 1 h | 44,000 tested, under 10 active | Potency, µM (top dose mostly 57.5 µM), without a hit: top-dose activity, negative = inhibition, most hits filed as inhibitors;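 note: plate controls were full GALK reaction for no effect and reaction lacking GALK for full effect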
Target sequence (P51570 whole entry, looked up): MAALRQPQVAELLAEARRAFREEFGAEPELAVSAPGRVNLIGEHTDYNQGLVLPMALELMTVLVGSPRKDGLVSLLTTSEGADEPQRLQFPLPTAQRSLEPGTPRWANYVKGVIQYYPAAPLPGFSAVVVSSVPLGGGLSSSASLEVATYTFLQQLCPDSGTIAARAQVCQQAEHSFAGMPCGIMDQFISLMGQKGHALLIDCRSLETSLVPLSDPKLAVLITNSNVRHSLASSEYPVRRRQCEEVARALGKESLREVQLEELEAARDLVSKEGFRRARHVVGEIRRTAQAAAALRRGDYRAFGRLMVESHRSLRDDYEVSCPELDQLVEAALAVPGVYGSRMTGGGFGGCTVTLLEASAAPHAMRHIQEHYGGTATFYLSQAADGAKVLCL
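5 nM GALK; 35 uM ATP; 100 uM D-galactose; 20 mM HEPES pH 8.0, 5 mM MgCl2, 60 mM NaCl, 1 mM DTT, 0.01% BSA; 1 h RT; Kinase-Glo Plus luminescence.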
NTMT1 inhibitor – blocks human N-terminal methyltransferase 1 activity | Potency, µM (highest dose often 114 µM), without a hit: at the highest dose activity change, negative = inhibition, hits mostly inhibitors | Q9BV86 | actives 2.5% (n = 59,000) | NTMT1 MTase-Glo SAH luminescence, purified enzyme;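 note: potency is the fitted concentration of half-maximal effect; plate controls were DMSO vehicle for no effect and no enzyme for full effect; nearly all actives have a fitted effect of over 65% in size; many of its hits are not listed in these tables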
Target sequence (Q9BV86 whole entry, looked up): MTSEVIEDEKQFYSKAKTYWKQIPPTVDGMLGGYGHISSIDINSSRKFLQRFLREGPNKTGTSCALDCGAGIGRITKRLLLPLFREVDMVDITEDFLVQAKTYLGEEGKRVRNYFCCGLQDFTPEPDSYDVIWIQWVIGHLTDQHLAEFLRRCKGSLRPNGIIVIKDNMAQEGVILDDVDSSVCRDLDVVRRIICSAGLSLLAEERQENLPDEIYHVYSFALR
p53null 32C tox – p53 null cell cytotoxicity, permissive temperature. actives 0.62% (n = 55,000). Potency, µM (series often up to 46.1 µM), for the others: at the highest dose activity change, negative = cytotoxicity, actives largely listed as cytotoxic. H1299-neo p53 null cells, ATP luminescence, 24 h, 32C;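 note: potency is the fitted concentration of half-maximal effect; 0% = DMSO only and -100% = full killing by 100 µM tamoxifen; nearly all actives have a fitted effect of over 55% in size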
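Cells lacking p53 (H1299-neo) are plated at 600 per well and allowed to settle overnight at 37C. Test compounds (up to 46 uM) are added and held 24 hours at 32C, then ATP is quantified by luminescence.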
B2AR arrestin ag – beta-arrestin recruitment by human beta2-adrenergic receptor ligands | P07550 | HTLA Tango cells, beta-arrestin recruitment, luciferase luminescence, 18 h | Potency, µM (highest dose often 46.1 µM), for inactives: top-dose activation, actives largely listed as activators | 44,000 tested, under 10 active;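 note: potency is the fitted concentration of half-maximal effect; 0% = DMSO and full agonism = EC100 isoproterenol or metaproterenol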
Target sequence (P07550 whole entry, looked up): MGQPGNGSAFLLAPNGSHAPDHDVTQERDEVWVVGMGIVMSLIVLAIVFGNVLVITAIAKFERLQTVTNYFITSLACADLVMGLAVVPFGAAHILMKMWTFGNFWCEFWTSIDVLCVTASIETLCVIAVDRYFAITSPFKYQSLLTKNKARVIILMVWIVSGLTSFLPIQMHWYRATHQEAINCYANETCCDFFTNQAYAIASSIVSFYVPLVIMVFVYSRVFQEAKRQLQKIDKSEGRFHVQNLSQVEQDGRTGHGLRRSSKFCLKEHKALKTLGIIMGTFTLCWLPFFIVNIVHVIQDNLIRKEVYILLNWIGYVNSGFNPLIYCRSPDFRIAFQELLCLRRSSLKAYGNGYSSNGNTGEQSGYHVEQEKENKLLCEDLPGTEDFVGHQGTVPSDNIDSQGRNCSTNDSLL
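Luminescence read-out: arrestin recruitment to recombinant beta2-AR releases tTA, inducing luciferase. Cells exposed 18 hr at 37 degrees C to up to 46 microM compound; %Activity from corrected signal, concentration-response curves classified by r2, magnitude and efficacy.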
FH mod – Identification of activators of human fumarate hydratase by quantitative high-throughput screening | Fumarate hydratase, mitochondrial (Homo sapiens), P07954 | Potency, µM (top dose mostly 79.9 µM), without a hit: at the highest dose activity change, negative = inhibition, actives largely listed as inhibitors | actives 0.22% (n = 54,000) | AID 1347055, 2019 | FH coupled MDH/diaphorase resazurin fluorescence, 15 min; note: potency is the fitted concentration of half-maximal effect; % is set by controls: 0 for no effect and ±100 for the full control effect; the screen sought activators but most active calls are inhibition curves; nearly all actives have a fitted effect of over 45% in size
p53null 39C tox – p53 null cell cytotoxicity, nonpermissive temperature; H1299 p53-null (neo) cells, 39C, ATPlite viability, 24 h; Potency, µM (doses to about 46.1 µM), for inactives: top-dose activity, negative = cell killing, usual class: cytotoxic; actives 0.97% (n = 55,000); AID 904;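 note: potency is the fitted concentration of half-maximal effect; 0% = DMSO only and -100% = full killing by 100 µM tamoxifen; nearly all actives have a fitted effect of over 50% in size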
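Luminescent ATP signal reported cell survival after H1299 lines (neo, p53 null; or p53 A138V) received up to 46 uM compound and 24 hr incubation at 39C.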
An asterisk follows results filed as active; ? = inconclusive; . = no result given; [ ] = another dose, or the depositor's remark. Calls come from the whole dose curve; as a rule, active = well fitted curve in the direction sought with a large enough effect; inconclusive = small, poorly fitted or top-dose-only effect, or another doubt; inactive = no such curve, though single readings can be large; an effect the other way counts as inactive or inconclusive. Only part of the results is shown (hit frequency here may not be typical).

Short keys – A = PTAP-TSG101 blk; B = GALK inhibitor; C = NTMT1 inhibitor; D = p53null 32C tox; E = B2AR arrestin ag; F = FH mod; G = p53null 39C tox
> CCCNS(=O)(=O)c1cc(-c2nnc3c4ccccc4c(C)nn23)ccc1OC
  A: -4%; B: 0%; C: 11%; D: -2%; E: 0%; F: -10%; G: ?
> CCOc1ccc(NC(=O)c2oc3ccccc3c2NC(=O)C2CCCCC2)cc1
  A: 0%; B: 7%; C: -2%; D: ?; E: 0%; F: -7%; G: 23%
> Cc1ccc(S(=O)(=O)c2cn(Cc3ccccc3F)c3cc4c(cc3c2=O)OCO4)cc1
  A: 0%; B: 7%; C: 2%; D: 1%; E: -2%; F: -7%; G: -6%
> COc1ccc(N2CCN(C(=O)CN(C)S(=O)(=O)c3cccs3)CC2)cc1
  A: 2%; B: 3%; C: -5%; D: -1%; E: 1%; F: -3%; G: -28%
> COCCn1c(-c2ccccc2)c(C)n2c3c(=O)n(C)c(=O)n(C)c3nc12
  A: 4%; B: 9%; C: ?; D: -9%; E: 0%; F: -20%; G: -7%
> Cc1cccn2c(=O)c(C(=O)NCCCN3CCCCC3C)c(O)nc12 (centres undefined)
  A: 3%; B: 5%; C: 1%; D: 0%; E: 0%; F: -2%; G: -10%
> COc1cc(OC)cc(C(=O)NCCc2csc(-c3ccc(C(F)(F)F)cc3)n2)c1
  A: -8%; B: 0%; C: 17%; D: 4%; E: 1%; F: ?; G: 22%
> CCOC(=O)CC(NC(=O)c1cc2cc(Cl)ccc2oc1=O)c1ccc(C)cc1 (centres undefined)
  A: -4%; B: 0%; C: 17%; D: ?; E: 1%; F: 3%; G: -8%
> CC1=C(C(=O)NCc2ccccc2F)C2(CCCCC2)OC1=O
  A: -1%; B: 0%; C: 19%; D: -6%; E: 1%; F: 4%; G: -13%
> CC1CCCCN1c1nnc(NC(=O)Nc2ccccc2F)s1 (centres undefined)
  A: 1%; B: -14%; C: -6%; D: 52%[activator]; E: -3%; F: 2%; G: 19%

Molecules above with sulfur:
Short keys – A = PTAP-TSG101 blk; B = GALK inhibitor; C = NTMT1 inhibitor; D = p53null 32C tox; E = B2AR arrestin ag; F = FH mod; G = p53null 39C tox
> CCCNS(=O)(=O)c1cc(-c2nnc3c4ccccc4c(C)nn23)ccc1OC
  A: -4%; B: 0%; C: 11%; D: -2%; E: 0%; F: -10%; G: ?
> Cc1ccc(S(=O)(=O)c2cn(Cc3ccccc3F)c3cc4c(cc3c2=O)OCO4)cc1
  A: 0%; B: 7%; C: 2%; D: 1%; E: -2%; F: -7%; G: -6%
> COc1ccc(N2CCN(C(=O)CN(C)S(=O)(=O)c3cccs3)CC2)cc1
  A: 2%; B: 3%; C: -5%; D: -1%; E: 1%; F: -3%; G: -28%
> COc1cc(OC)cc(C(=O)NCCc2csc(-c3ccc(C(F)(F)F)cc3)n2)c1
  A: -8%; B: 0%; C: 17%; D: 4%; E: 1%; F: ?; G: 22%
> CC1CCCCN1c1nnc(NC(=O)Nc2ccccc2F)s1 (centres undefined)
  A: 1%; B: -14%; C: -6%; D: 52%[activator]; E: -3%; F: 2%; G: 19%

Next entries follow.
Short keys – A = PTAP-TSG101 blk; B = GALK inhibitor; C = NTMT1 inhibitor; D = p53null 32C tox; E = B2AR arrestin ag; F = FH mod; G = p53null 39C tox
> CCCCc1nn2c(=O)cc(COC(=O)c3ccccc3NC(=O)c3ccccc3OC)nc2s1
  A: -1%; B: 0%; C: -6%; D: 0%; E: 0%; F: 10%; G: -4%
> CCC(C)NC(=O)Cn1ccc2cc(S(=O)(=O)N3CCCCC3)ccc21 (centres undefined)
  A: -3%; B: 3%; C: 3%; D: 17%; E: -1%; F: -7%; G: 9%
> CCOC(=O)c1ccc(NC(=O)c2c(NCc3cc(OC)ccc3OC)sc3c2CCC3)cc1
  A: 3%; B: 0%; C: ?; D: 22%; E: 0%; F: 1%; G: 23%
> Cc1ccc(N(CC(=O)Nc2cc(C)ccc2C)S(=O)(=O)c2c(C)noc2C)cc1
  A: -3%; B: 2%; C: 4%; D: 16%; E: -2%; F: -15%; G: -13%
> CCCc1nc2sc3c(N4CCCCC4)ncnc3c2c2c1CCCC2
  A: 0%; B: -14%; C: ?; D: -5%; E: -1%; F: 8%; G: -5%
> CN(C)CCNC(=O)c1ccc2c(c1)N(Cc1c(F)cccc1Cl)C(=O)c1ccccc1S2
  A: -7%; B: -1%; C: ?; D: 21%; E: 1%; F: 1%; G: ?
> Cc1cc(C)c(S(=O)(=O)Nc2cc(Cl)c3oc4c(c3c2)C(=O)CCC4)cc1C
  A: -1%; B: 0%; C: 1%; D: 1%; E: -2%; F: 2%; G: 14%
> COc1cccc(CNC(=O)CSc2nnc(C)c3c(C)n(-c4ccccc4)nc23)c1
  A: 2%; B: 0%; C: -2%; D: 9%; E: 0%; F: -9%; G: ?
> CCSc1nc2ccccc2c(OCc2ccc(Cl)cc2)c1C(=O)OC
  A: 0%; B: 0%; C: 6%; D: -7%; E: -1%; F: -7%; G: -14%
> CCc1ccccc1NC(=O)[C@@H](c1ccccc1)N1Cc2ccccc2C1=O
  A: -3%; B: 8%; C: 3%; D: -6%; E: 0%; F: 4%; G: -24%
> CCCN(CCC)CCNC(=O)CS(=O)Cc1nc(-c2ccc(OC)c(OC)c2)oc1C (centres undefined)
  A: -1%; B: 1%; C: -4%; D: -5%; E: 1%; F: 1%; G: 14%
> COc1ccc2c(C)c(CC(=O)NCCc3ccc(Cl)cc3)c(=O)oc2c1C
  A: 3%; B: 4%; C: .; D: -1%; E: 0%; F: .; G: 8%
> CN(C)c1ccc(CNC(=O)C2CCN(C(=O)c3ccc(-n4ccc5ccccc54)s3)CC2)cc1
  A: 5%; B: 3%; C: -11%; D: -1%; E: 3%; F: -20%; G: ?
> Cc1cccc(CSc2nc3cccnc3n2Cc2ccc(C(=O)NCc3ccco3)cc2)c1
  A: 11%; B: 0%; C: 0%; D: -5%; E: 0%; F: ?; G: -28%
> CCn1c(C)c(C)c2cc(C(=O)NCCc3cc(OC)c(OC)c(OC)c3)ccc21
  A: 1%; B: -2%; C: -1%; D: -7%; E: 0%; F: -6%; G: -1%
> CCc1ccc(CNC(=O)C2CCN(C(=O)c3ccc(-n4ccc5ccccc54)s3)CC2)cc1
  A: 0%; B: -1%; C: 1%; D: -11%; E: 1%; F: 1%; G: -18%
> COC(=O)c1cc2sccc2n1CC(=O)Nc1ccc(C)cc1C
  A: 2%; B: -10%; C: -7%; D: -15%; E: 0%; F: 1%; G: -10%
> Cc1cc(C)cc(NC(=O)COc2cccc3c(=O)n(C)ccc23)c1
  A: -8%; B: -5%; C: -6%; D: -7%; E: -4%; F: 20%; G: 8%
> COc1ccccc1-c1nnc(C2CCN(C(=O)c3ccc(Cl)cc3)CC2)o1
  A: -1%; B: 7%; C: 7%; D: -6%; E: 1%; F: -15%; G: -9%
> COc1cc(-c2cc(OC)c3c(C)oc(C)c3c(=O)c2)ccc1OC(=O)c1ccccc1C
  A: -5%; B: 1%; C: ?; D: 26%; E: 0%; F: -18%; G: -9%
> COc1cc(OC)c(NC(=O)c2c(C)oc3ncn(C)c(=O)c23)cc1Cl
  A: -3%; B: 0%; C: -15%; D: 0%; E: -2%; F: -5%; G: -14%
> Cc1ccc2nc(NCc3ccccc3)c3nnnn3c2c1
  A: 3%; B: -2%; C: .; D: -1%; E: 1%; F: .; G: -1%
> CCC(=O)Nc1ccccc1-c1nc2ccccc2n(CC(=O)Nc2ccc(C)c(C)c2)c1=O
  A: -3%; B: 4%; C: -11%; D: 2%; E: -2%; F: 12%; G: -8%
> O=C(Cn1cc(S(=O)(=O)N2CCCC2)c(S(=O)(=O)N2CCCC2)c1)Nc1cccc(F)c1
  A: -2%; B: 1%; C: -11%; D: 0%; E: 1%; F: -1%; G: -11%
> CC(CNC(=O)CCCn1c(=O)c2cccn2c2ccc(F)cc21)c1ccccc1 (centres undefined)
  A: 10%; B: 0%; C: 15%; D: 9%; E: 0%; F: -8%; G: 5%
> CC(C)NC(=O)N1[C@H](c2cccs2)[C@@H](C)C(=O)[C@@H](C)[C@@H]1c1cccs1
  A: 11%; B: -12%; C: -6%; D: -5%; E: -3%; F: 5%; G: -1%
> Cn1c(=O)n(C)c2cc(N3CCCCC3)c(NC(=O)Nc3ccc(Br)cc3)cc21
  A: -7%; B: 1%; C: 16%; D: -14%; E: -2%; F: -13%; G: -23%
> CC1=C(C(=O)N2CCN(c3ccc(Cl)cc3)CC2)C2(CCC(C)CC2)OC1=O (centres undefined)
  A: 6%; B: 0%; C: -6%; D: 7%; E: 0%; F: -3%; G: 4%
> CCOC(=O)c1cccc(NC(=O)N2CCC(CN3CCc4ccccc4C3)CC2)c1
  A: 0%; B: 0%; C: -7%; D: -10%; E: 0%; F: 4%; G: -20%
> CC1CCCCN1S(=O)(=O)c1cc2c(=O)nc3ccccn3c2cc1Cl (centres undefined)
  A: 0%; B: 2%; C: 0%; D: -4%; E: 1%; F: 2%; G: -4%

3 records drawn at random from those above:
Short keys – A = PTAP-TSG101 blk; B = GALK inhibitor; C = NTMT1 inhibitor; D = p53null 32C tox; E = B2AR arrestin ag; F = FH mod; G = p53null 39C tox
> CC(CNC(=O)CCCn1c(=O)c2cccn2c2ccc(F)cc21)c1ccccc1 (centres undefined)
  A: 10%; B: 0%; C: 15%; D: 9%; E: 0%; F: -8%; G: 5%
> CC1CCCCN1S(=O)(=O)c1cc2c(=O)nc3ccccn3c2cc1Cl (centres undefined)
  A: 0%; B: 2%; C: 0%; D: -4%; E: 1%; F: 2%; G: -4%
> CCC(=O)Nc1ccccc1-c1nc2ccccc2n(CC(=O)Nc2ccc(C)c(C)c2)c1=O
  A: -3%; B: 4%; C: -11%; D: 2%; E: -2%; F: 12%; G: -8%

Later entries.
Short keys – A = PTAP-TSG101 blk; B = GALK inhibitor; C = NTMT1 inhibitor; D = p53null 32C tox; E = B2AR arrestin ag; F = FH mod; G = p53null 39C tox
> CCOc1ccc(N(C)S(=O)(=O)c2ccc3c(c2)C(C)(C)C(=O)N3C)cc1
  A: -2%; B: -2%; C: -19%; D: 2%; E: 0%; F: ?; G: -18%
> CN(C)c1ccc(C(CNC(=O)c2ccc(C(C)(C)C)cc2)N2CCOCC2)cc1 (centres undefined)
  A: -6%; B: -3%; C: -10%; D: 4%; E: 1%; F: -9%; G: ?
> CCOc1ccc(NC(=O)Cn2nnc(C(=O)Nc3ccc(OCC)cc3)c2N)cc1
  A: 0%; B: 6%; C: 3%; D: -25%; E: 0%; F: 1%; G: ?
> COc1ccccc1NC(=O)CCCOc1cc(=O)n(C)c2ccccc12
  A: -4%; B: 9%; C: -7%; D: -10%; E: 1%; F: -10%; G: -24%
> CCc1nn2c(=O)cc(COC(=O)C(c3ccccc3)c3ccccc3)nc2s1
  A: 0%; B: -1%; C: 4%; D: 9%; E: -1%; F: -17%; G: 9%
> CC(C)c1ccc2c(c1)-c1ccccc1S(=O)(=O)N2CC(=O)N1CCCCC1
  A: 2%; B: ?; C: 7%; D: -3%; E: -4%; F: -18%; G: -2%

Bioassay records deposited in PubChem by National Center for Advancing Translational Sciences (NCATS).
